# Screens as filed in PubChem BioAssay.
# KAT2A inh – qHTS Assay for Inhibitors of GCN5L2; Histone acetyltransferase KAT2A (Homo sapiens), Q92830; GCN5L2 HAT assay, ThioGlo1 CoA-SH fluorescence; Potency, µM (highest dose often 58.9 µM), inactives show at the top dose activity change, negative = inhibition, hits mostly inhibitors; hit rate 0.21% among 390,000; AID 504327, 2011
# Target sequence (Q92830 whole entry, looked up): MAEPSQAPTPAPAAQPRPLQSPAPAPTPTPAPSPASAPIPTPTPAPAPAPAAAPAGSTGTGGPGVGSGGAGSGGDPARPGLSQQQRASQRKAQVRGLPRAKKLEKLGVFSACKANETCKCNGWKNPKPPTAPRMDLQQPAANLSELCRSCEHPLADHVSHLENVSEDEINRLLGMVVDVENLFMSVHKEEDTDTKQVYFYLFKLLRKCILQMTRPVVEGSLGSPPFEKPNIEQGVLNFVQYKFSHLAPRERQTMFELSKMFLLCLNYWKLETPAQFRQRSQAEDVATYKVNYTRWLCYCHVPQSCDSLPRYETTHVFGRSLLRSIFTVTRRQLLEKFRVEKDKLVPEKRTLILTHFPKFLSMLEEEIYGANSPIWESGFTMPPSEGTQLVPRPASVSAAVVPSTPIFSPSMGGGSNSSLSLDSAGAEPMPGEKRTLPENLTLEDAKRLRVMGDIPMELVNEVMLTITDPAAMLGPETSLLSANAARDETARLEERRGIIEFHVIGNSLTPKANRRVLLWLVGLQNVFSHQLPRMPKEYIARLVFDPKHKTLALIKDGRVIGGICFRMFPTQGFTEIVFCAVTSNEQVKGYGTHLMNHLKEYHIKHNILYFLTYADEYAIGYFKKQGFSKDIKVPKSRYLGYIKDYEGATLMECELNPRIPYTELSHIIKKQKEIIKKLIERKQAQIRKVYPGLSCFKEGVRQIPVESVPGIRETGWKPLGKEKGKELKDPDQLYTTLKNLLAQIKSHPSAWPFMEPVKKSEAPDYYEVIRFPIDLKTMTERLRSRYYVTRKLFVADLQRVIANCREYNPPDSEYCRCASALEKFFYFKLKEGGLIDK
#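 GCN5L2 (20 nM) in 50mM HEPES pH 7.5, 0.1mM EDTA, 0.01% Tween-20 preincubated 15 min with compounds at room temperature. Reaction started with H3(1-25) 75uM, acetyl-CoA 70uM, ThioGlo1 50uM; CoA-thiol fluorescence (Ex340/Em540) read at 0 and 20 min.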
# DT40 TDP1 no CPT – qHTS for Inhibitors of human tyrosyl-DNA phosphodiesterase 1 (TDP1): qHTS in cells in absence of CPT; DT40 Tdp1-/- hTDP1 cells, no CPT, ATP luminescence, 48 h; hit rate 15% among 420,000; Potency, µM (highest dose often 46.2 µM), without a hit: top-dose activity change, negative = growth inhibition, most hits filed as inhibitors; also: nearly all actives have a fitted effect of over 55% in size
#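 Chicken DT40 Tdp1-/- cells complemented with human TDP1, screened without camptothecin (DMSO vehicle only), 400 cells/well. Compounds pin-transferred, cells incubated at 37 °C for at least 48 hr. Growth read as ATP-dependent luminescence (CellTiter-Glo, 30 min at RT).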
# DT40 TDP1 CPT – qHTS for Inhibitors of human tyrosyl-DNA phosphodiesterase 1 (TDP1): qHTS in cells in presence of CPT; hit rate 12% among 420,000; Potency, µM (doses to about 46.2 µM), for inactives: at the highest dose activity change, negative = growth inhibition, actives largely listed as inhibitors; chicken DT40 Tdp1-/-;hTDP1 cells + 20 nM CPT, ATP luminescence, 48 h; AID 686979, 2013; also: nearly all actives have a fitted effect of over 55% in size
#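 Cell growth measured by CellTiter-Glo luminescence after a minimum 48 h, 37 C compound exposure with 20 nM CPT in Tdp1-knockout DT40 cells stably expressing hTDP1, seeded 400/well; qHTS titration format.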
# * = called active by the depositor; u = inconclusive; x = no result given; & = joins results of further samples; [ ] = remark or other dose. Calls follow the shape of the dose curve; as a rule, active = well fitted curve in the direction sought with a large enough effect; inconclusive = small, poorly fitted or top-dose-only effect, or another doubt; inactive = no such curve, though single readings can be large; an effect the other way counts as inactive or inconclusive. % is scaled to controls: 0 for no effect and ±100 for the full control effect; potency is read from the fitted curve at half-maximal effect. Not all compounds are listed (hit frequency here may not be typical).
SMILES,KAT2A inh,DT40 TDP1 no CPT,DT40 TDP1 CPT
CCOC(=O)[C@@H](NC(=O)CC[C@H]1O[C@@H](n2cc(C)c(=O)[nH]c2=O)C[C@@H]1O)C(C)C,x,-4%,5%
Cc1cc(C)cc(C(=O)Nc2ccc(N3CCN(C(=O)c4ccco4)CC3)cc2)c1,-4%,16µM*,u
COc1cccc(C2=NN(C(=O)c3cccs3)C(O)(C(F)(F)F)C2)c1 (centres undefined),-16%,18µM*,u
O=C1NC[C@H](CCCCN2C[C@H](Cc3ccccc3)N(CCc3ccccc3)C(=O)C2=O)N(CCC2CCCCC2)C1=O,x,u,u
Cc1ccc(/C=C/C(=O)NCCCn2ccnc2)cc1,-1%,u,22%
Cc1ccccc1N=C(NOCc1ccccc1)c1nonc1N,-7%,-16%,-17%
O=c1c2ccccc2c(C=Nc2ccccc2O)c(O)n1-c1nccs1,-13%,u,-29%
COc1ccc(CNC(=O)c2ccc(S(=O)(=O)NCc3ccco3)cc2)cc1,-26%,-27%,u
Nc1c(-c2cccc(Cl)c2)cnn1-c1cccc(C(F)(F)F)c1,2%,16µM*,u
CC(=O)Nc1ccc(S(=O)(=O)N2CCSCC2)cc1,3%,-23%,-4%
COC(=O)[C@]1(C)CCC[C@@]2(C)C3CC[C@@]4(C)C[C@]3(CCC21)CC(=O)N4Cc1ccc(OC)cc1 (some centres undefined),-13%,6.5µM*,12µM*
Cc1ccc(NC(=O)NCCCN2CCCC2=O)cc1,4%,3%,7%
Oc1nc(-c2ccc(Cl)cc2)n2ccncc12,-9%,-5%,1%
CCn1cc(C(=O)OCc2ccccc2)c(=O)c2ccc(C)nc21,-3%,u,-7%
O=C(CN1CCN(S(=O)(=O)c2ccc(Br)cc2)CC1)Nc1ccccc1F,-8%,-19%,-19%
O=[N+]([O-])c1cc2c(cc1C=Nc1ccccc1)OCO2,-4%,-29%,u
COc1ccc(CC(=O)Nc2ccc(S(=O)(=O)N3CCCC3)cc2)c(OC)c1,-4%,-5%,-28%
CCCCn1c(CCNC(=O)c2ccco2)nc2ccccc21,-17%,u,u
CC1(c2ccccc2Br)NC(=O)N(CC(=O)Nc2ccc(S(N)(=O)=O)cc2)C1=O (centres undefined),-4%,-12%,-4%
CCNC(=S)N1CCC(C(=O)c2ccc3c(c2)OCCO3)CC1,3%,u,-19%
COc1cccc(/C=N/n2nnnc2N)c1,-3%,-6%,5%
O=C(O)c1ccc(F)c(S(=O)(=O)Nc2ccccc2)c1,-6%,-25%,-1%
CCCNC(=O)C[C@@H]1CC[C@H]2NC[C@H](O)COC[C@@H]2O1,x,4%,13%
CC12CCC(=O)C=C1CCC1C2C(O)CC2(C)C1CCC21OCC1=O (centres undefined),x,-30%,-28%
CCc1nc2c(OCc3cccc(OC)c3)cccn2c1N(C)C(=O)c1ccc(OC)cc1,x,16µM*,u
Cn1c(=O)c(C(=O)NNC(=O)c2cccc(Cl)c2)c(O)c2ccccc21,-13%,13µM*,18µM*
Cc1cc(OC(=O)c2cccc(Cl)c2)c([N+](=O)[O-])c(=O)[nH]1,-3%,-1%,0%
CC(C)=CC(=O)N1CCCC(N2CCN(c3ccccc3C)CC2)C1 (centres undefined),-3%,u,12%
CCOc1ccc(N2CC(C(=O)Nc3cccc(C)c3C)CC2=O)cc1 (centres undefined),9%,-12%,2%
Cc1cc(C)c(S(=O)(=O)N2CCC(C(=O)NCc3ccco3)CC2)c(C)c1,x,6%,-5%
CC(C)=NN1C(c2nonc2N)=NOC1(C)C,1%,u,u
CC(=O)/C(=N/Nc1ccccc1[N+](=O)[O-])N1CCCc2ccccc21,-5%,-10%,6%
Cc1ccc(/C=N/n2cnc3sc(C)c(C)c3c2=O)o1,-9%,-14%,0%
O=C(Nc1ccc(C(F)(F)F)cc1)C1CCN(c2cnccn2)CC1,-5%&-3%,u,u
CCOc1ccc(NC(=O)c2nc(S(=O)(=O)Cc3ccccc3)ncc2Cl)cc1,x,0.4µM*,0.32µM*
CC(=O)N1c2ccc(S(=O)(=O)CCC(=O)O)cc2CC1C (centres undefined),-3%,3%,1%
COC(=O)C1=C(C(=O)OC)[C@@H]2Nc3ccccc3[C@@]23C[C@@H](C(=O)OC)N(C(=O)c2ccc(Br)cc2)C3=N1,2%,u,u
COc1ccc(S(=O)(=O)N(C)c2ccc(C(=O)Nc3cccnc3)cc2)cc1OC,0%,-11%,-14%
O=C(CC(=O)c1ccccc1O)c1ccc(F)cc1,-13%[0.501 µM],12µM*,10µM*
O=C(NNC(=S)Nc1ccccc1Cl)C1CC1,3%,-23%,7%
CCC12CN3CC(CC)(CN(C1)C31C(=O)N(C)c3ccc(C)cc31)C2=O (centres undefined),1%,-23%,-8%
COc1cc(/C=C2\SC(=S)N(N3CCOCC3)C2=O)cc(OC)c1OC,-6%,u,-30%
COc1ccc(C(=O)c2ccc(OC)c(OC)c2)cc1OC,-18%,u,u
CC(=O)N1CCN(CC(=O)Nc2sccc2C#N)CC1,-2%,-5%,-16%
CCn1c(C(=O)N2CCC(C(=O)N3CCN(c4ccc(OC)cc4)CC3)CC2)cc2sccc21,-1%,13µM*,9.2µM*
O=C(COC(=O)/C=C/c1ccccc1)Nc1ccccc1Br,-4%,-3%,1%
COC(=O)c1ccc(Sc2ccc(Cl)cc2)c(N)c1,-1%,u,u
CCOc1c(OC)cc(C2C(C#N)=C(N)Oc3n[nH]c(-c4ccncc4)c32)cc1OC (centres undefined),-5%,-6%,2%

# Among those listed so far, two have two or more sulfur atoms.
SMILES,KAT2A inh,DT40 TDP1 no CPT,DT40 TDP1 CPT
CC(=O)Nc1ccc(S(=O)(=O)N2CCSCC2)cc1,3%,-23%,-4%
COc1cc(/C=C2\SC(=S)N(N3CCOCC3)C2=O)cc(OC)c1OC,-6%,u,-30%

# (listing goes on)
SMILES,KAT2A inh,DT40 TDP1 no CPT,DT40 TDP1 CPT
Cc1ccc(NC(=O)c2nc[nH]c2C(=O)N2CCC(C)CC2)cc1,3%,u,u
CCC(C(=O)N1CCN(S(=O)(=O)c2sc(C(=O)O)c(C)c2C(=O)O)CC1)c1ccccc1 (centres undefined),2%,22%,-5%
COc1ccc(S(=O)(=O)N2CCC(C(=O)N3CCCCC3)CC2)cc1,1%,u,-7%
CCc1ccc(NC(=O)C2CCN(S(=O)(=O)c3c(C)noc3/C=C/N(C)C)CC2)cc1,-13%,9.2µM*,u
Cc1c(C(=O)N2CCCCC2)sc(NC(=O)C(C)C)c1C#N,3%,3%,-2%
CNC(=O)C1C2C=CC3(O2)C1C(=O)N(C1CC1)C3C(=O)NCc1ccc(OC)cc1 (centres undefined),0%,5%,5%
CCC/C=C/c1ccc(CN2C(C(C)C)C(=O)N(Cc3cn(CCC4OCCCO4)nn3)CCS2(=O)=O)cc1 (centres undefined),x,u,u
O=C(NCc1ccccc1)Nc1cccn(Cc2ccc(F)cc2)c1=O,-3%,u,u
COc1ccc(C(CC(=O)NCc2ccccc2)Sc2n[nH]c(-c3ccccc3)n2)cc1 (centres undefined),-4%,-13%,-2%
COc1ccc(CCNC(=O)C2CCCN(S(C)(=O)=O)C2)cc1OC (centres undefined),-13%,-11%,-3%
COc1ccc(Cl)cc1S(=O)(=O)N1CCCC(C(=O)NCCc2ccccc2)C1 (centres undefined),2%,u,u
CCOC(=O)C1=NN(c2ccc(F)cc2)C2=NC(C)=C(C(=O)OC)C(c3cccs3)N12 (centres undefined),x,-24%,-25%
Cc1ccc(C(=O)CSc2nnc(C)s2)cc1,2%,-7%,-4%
COc1cccc(OCc2nnc(SCC(=O)NCc3ccco3)n2CCc2ccccc2)c1,-13%,23µM*,16µM*
CCc1c(C)nc2ncnn2c1N1CCC(C(=O)NCc2cccs2)CC1,-1%,u,23µM*
CC(C)(C)NC(=O)CSc1nc(-c2ccccc2)c(-c2ccccc2)[nH]1,-5%,u,u
Cn1c(SCC(=O)c2ccccc2)nnc1-c1ccccn1,1%,-16%,2%
CCOC(=O)COc1ccc(F)cc1C(=O)c1ccn2nc(-c3ccc(Cl)cc3)cc2n1,-3%,0%,3%
CC(C)NC(=O)NC(=O)COC(=O)C1(C)CC1(Cl)Cl (centres undefined),-5%,3%,1%
COc1ccc(/C=N/n2cnn(Cc3ccccc3Cl)c2=S)cc1,-13%,u,3%
CCCCN(CCCC)C(=S)N/N=C/c1c(C)[nH]n(-c2ccccc2)c1=O,u,2.6µM*,2.1µM*
CCOc1cc(C(=O)N=c2sccn2C)cc(Br)c1OC,0%,18µM*,18µM*
Oc1ccc(Br)cc1C1C=C(c2ccc3c(c2)OCO3)NC(c2ccc(Br)cc2)N1 (centres undefined),x,7.9µM*,10µM*
COCCCn1c(SCC(=O)OC2CCCCC2)nnc1-c1cccs1,-1%,-2%,0%

# 2 of these compounds, reformatted.
CCOc1cc(C(=O)N=c2sccn2C)cc(Br)c1OC
  KAT2A inh = 0%
  DT40 TDP1 no CPT = 18µM*
  DT40 TDP1 CPT = 18µM*
COCCCn1c(SCC(=O)OC2CCCCC2)nnc1-c1cccs1
  KAT2A inh = -1%
  DT40 TDP1 no CPT = -2%
  DT40 TDP1 CPT = 0%

# The listing continues.
SMILES,KAT2A inh,DT40 TDP1 no CPT,DT40 TDP1 CPT
Cc1cc(=O)n2c(-c3ccc(Cl)cc3)csc2n1,-2%,-15%,10%
O=C(CN1CCC(Cc2ccccc2)CC1)NC(=O)NCc1ccco1,-3%,-24%,-26%
CN(Cc1ccccc1F)C(=O)C(Cc1ccccc1)NC(=O)c1ccccc1 (centres undefined),-3%,16µM*,29µM*
CCC(O)C1CCN(C(=O)c2ccc(OC3CCN(Cc4ccccn4)CC3)cc2)CC1 (centres undefined),-3%,20%,-11%
COC(=O)c1ccc(C)c(NC(=O)C2CC(=O)N(C3CCCC(C)C3C)C2)c1 (centres undefined),2%,u,-29%
Cn1cc(CN2CCC(C(O)c3cccs3)CC2)c(-c2ccccc2F)n1 (centres undefined),-4%,1%,-9%
c1ccc(C[n+]2c(-c3ccccc3)csc2Nc2ccccc2)cc1,2%,u,10µM*
CC[C@]1(C(=O)OC)[C@H]2C(=O)N(Cc3ccccc3)C(=O)[C@H]2[C@H]2CN=C(SCc3ccccc3)N21,-7%,u,u
Cc1ccc(C)n1-c1c(C(=O)NCCC(C)C)sc2ncccc12,3%,18µM*,16µM*
Cc1cccc(C)c1N1C(=O)CC(N(O)c2ccccc2)C1=O (centres undefined),-15%,-26%,-16%
Cc1ccc(NC(=S)N(CCCN2CCN(C)CC2)Cc2cccs2)cc1,-2%,-1%,-1%
C#Cc1ccc(NC(=O)C2(C)CCN2C(=O)C/C=C/c2ccccc2)cc1 (centres undefined),x,9.2µM*,16µM*

# The final 3 records of the section above open the next one:
SMILES,KAT2A inh,DT40 TDP1 no CPT,DT40 TDP1 CPT
Cc1cccc(C)c1N1C(=O)CC(N(O)c2ccccc2)C1=O (centres undefined),-15%,-26%,-16%
Cc1ccc(NC(=S)N(CCCN2CCN(C)CC2)Cc2cccs2)cc1,-2%,-1%,-1%
C#Cc1ccc(NC(=O)C2(C)CCN2C(=O)C/C=C/c2ccccc2)cc1 (centres undefined),x,9.2µM*,16µM*
COc1cccc(CNC(=O)[C@@H]2CCCN2C(=O)[C@@H]2CCCN2C(=O)c2ccc(Cl)cc2)c1,x,u,u
Cc1ccc(C)c(NC(=S)NNC(=O)c2ccc(Br)o2)c1,-1%,u,u
COc1ccc(OC)c(NC(=O)C2CCCN(S(C)(=O)=O)C2)c1 (centres undefined),0%,11%,-12%
CCCC1=Nc2cc(C(=O)NCCCOC(C)C)ccc2Sc2ccccc21,-9%,4.1µM*,4.6µM*
Fc1ccc(CSc2nnc(CN3CCOCC3)n2-c2ccccc2)c(Cl)c1,1%,u,u
O=C(CSc1nc(=O)[nH]c2c1CCC2)NCc1ccccc1,-4%,26%,23%
O=C(c1cc2ccccc2o1)N1CCN(CCOc2ccccc2)CC1,-3%,u,u
Cn1cc(SCC(=O)Nc2ccc3c(c2)OCO3)c2ccccc21,-17%,u,-22%
O=C(NCCCn1cccn1)C1CCC(=O)N(Cc2ccccc2F)C1 (centres undefined),-1%,21%,11%
O=C(NCc1cccc(Cl)c1)C1CCCO1 (centres undefined),-4%,-3%,14%
COC(CNC(=O)c1coc2nc3ccccc3nc12)OC,-6%,-8%,-26%
CC(C)(C)c1ccc(C(=O)Nc2ccc3c(c2)CCCN3C(=O)c2cccs2)cc1,-9%,5.8µM*,5.8µM*
CCCCOCCCNC(=O)CC(C)c1ccccc1 (centres undefined),-1%,-20%,2%
